Bioassay records as filed in PubChem.
FBW7 activator = FBW7 E3 ligase activators, primary screen, biochemical, AlphaScreen, human. AlphaScreen FBW7–phospho-cyclin E peptide binding, activator screen. 650,000 compounds, 0.13% hits. normalized activity (activation), % at 26.1 µM; in the data active means normalized activity above about 1.9%;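 further: purified mutant Fbw7 with reduced substrate affinity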
TEAD-YAP block = TEAD-YAP interaction inhibition, primary screen, TEAD-YAP interaction inhibitor project, luminescence, HEK-TIYL cells | 640,000 compounds, 1.4% hits | AID 1259422, 2018 | inhibition, % at 9.12 µM | TEAD-Gal4/YAP UAS-luciferase luminescence; in the data active means inhibition above about 32%;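 further: 0% = median of test compound wells and 100% = reference inhibitor wells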
GPR151 activ = activators of human GPR151, primary screen, cell-based, PathHunter beta-arrestin, luminescence; 650,000 compounds, 1% hits; PathHunter beta-arrestin GPR151 cells; G-protein coupled receptor 151 (Homo sapiens), Q8TDV0; activation, % at 11.2 µM; AID 1508602, 2020; in the data active means activation above about 4.9%;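 further: 0% = median of compound wells and 100% = cells with positive control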
Target sequence (Q8TDV0 whole entry, looked up): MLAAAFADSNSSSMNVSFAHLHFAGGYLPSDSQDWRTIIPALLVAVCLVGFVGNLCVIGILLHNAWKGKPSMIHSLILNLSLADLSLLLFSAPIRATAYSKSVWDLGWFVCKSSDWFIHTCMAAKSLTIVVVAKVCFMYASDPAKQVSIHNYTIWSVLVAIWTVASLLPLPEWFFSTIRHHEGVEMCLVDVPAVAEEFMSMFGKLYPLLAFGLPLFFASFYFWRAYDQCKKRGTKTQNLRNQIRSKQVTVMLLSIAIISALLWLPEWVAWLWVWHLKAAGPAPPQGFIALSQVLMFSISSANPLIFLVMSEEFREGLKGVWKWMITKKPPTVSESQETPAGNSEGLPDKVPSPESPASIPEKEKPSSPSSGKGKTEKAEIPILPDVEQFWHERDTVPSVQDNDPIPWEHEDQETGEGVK
MITF primary = MITF inhibitors, primary screen, biochemical, AlphaScreen, human. Microphthalmia-associated transcription factor (Homo sapiens), O75030. AlphaScreen MITF homodimerization, bead proximity signal. inhibition, % at 2.6 µM. 650,000 compounds, 0.91% hits. AID 1259374, 2018; in the data active means inhibition above about 50%;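 further: 0% = vehicle wells with protein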
Target sequence (O75030 whole entry, looked up): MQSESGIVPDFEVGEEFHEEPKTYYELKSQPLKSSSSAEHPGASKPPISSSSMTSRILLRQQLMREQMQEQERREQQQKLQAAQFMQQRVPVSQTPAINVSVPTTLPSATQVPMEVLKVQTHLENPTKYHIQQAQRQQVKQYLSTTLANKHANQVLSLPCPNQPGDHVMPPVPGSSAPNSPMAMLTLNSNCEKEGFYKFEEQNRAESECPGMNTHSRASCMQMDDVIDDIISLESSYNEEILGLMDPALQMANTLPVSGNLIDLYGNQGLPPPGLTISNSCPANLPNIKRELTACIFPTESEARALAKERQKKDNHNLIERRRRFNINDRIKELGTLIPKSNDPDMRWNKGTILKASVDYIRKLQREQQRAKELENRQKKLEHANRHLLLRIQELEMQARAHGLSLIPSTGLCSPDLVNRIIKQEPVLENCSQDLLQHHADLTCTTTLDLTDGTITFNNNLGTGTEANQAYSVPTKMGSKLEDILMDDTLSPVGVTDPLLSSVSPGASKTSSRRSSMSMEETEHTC
Starred values were filed as active, the others as inactive; . = no result given.

SMILES | FBW7 activator | TEAD-YAP block | GPR151 activ | MITF primary
O=C(c1cccc(F)c1)n1sc(=O)c2ccccc21 | -0.1 | -12 | -7.8 | 24
COc1ccc(-c2cc(-c3ccc(OC)cc3)c(C#N)c(SCc3ccccc3C)n2)cc1 | -0.1 | 4 | 1.4 | -13
COc1ccccc1CNC(=O)CCc1nc2ccccc2c(=O)[nH]1 | 0.0 | -6 | -0.9 | -1
Cc1cccc(NC(=O)C2CCCN(S(=O)(=O)c3cnc[nH]3)C2)c1 (stereo not given) | 0.1 | 0 | -0.7 | -12
CCc1ccc(OCC(O)CN2CCN(Cc3ccc4c(c3)OCO4)CC2)cc1 (stereo not given) | 0.6 | 6 | -0.5 | 3
O=C(NCCOc1ccccc1Cl)C(=O)Nc1ccccc1 | 0.2 | -13 | 0.9 | 9
Fc1ccc(/C=N/NC(=S)Nc2cccnc2)cc1 | 0.0 | -14 | -0.2 | 12
CCOc1cc(C2C(C(=O)OC)=CN(Cc3ccc(OC)cc3)C=C2C(=O)OC)cc([N+](=O)[O-])c1O | -0.2 | -1 | 0.3 | 1
CC(NC(=O)Cc1ccccc1)c1nc(-c2ccncc2)n[nH]1 (stereo not given) | -0.3 | 1 | -0.8 | -12
Cc1ccc(OCCOCCNCCN(C)C)c(I)c1 | -0.3 | -3 | 4.6 | -17
Cc1cccc(Nc2nc(-c3ccc(Br)cc3)cs2)c1 | 0.1 | -43 | 0.3 | -17
O=C(NCc1ccccc1C(F)(F)F)c1cnc2ccccn12 | -0.4 | -5 | 0.3 | 6
O=C(O)c1cc(-c2ccc(Cl)s2)nc2ccccc12 | 0.1 | -13 | 1.3 | 0
Cc1ccc(CNC(=O)c2oc3c(c2C)-c2[nH]ncc2CC3)cc1 | -0.1 | -3 | 0.2 | -13
CCCCSc1nnc2c(n1)OC(c1cccc(OC)c1)Nc1ccccc1-2 (stereo not given) | 0.0 | 2 | -0.4 | 10
Cc1c(Cl)cccc1NC(=O)C(C)C | 0.0 | 5 | 0.6 | 2
CCSCCOC(=O)C1=C(C)NC(=O)NC1c1cc(Br)ccc1OC (stereo not given) | 0.6 | 19 | -1.0 | 13
CC(=O)c1ccc(NC2=C(Cl)C(=O)c3ccccc3C2=O)cc1 | 0.2 | 49* | -0.8 | 2
COCCCN=Cc1c(C)[nH]n(-c2ccc(Cl)cc2)c1=O | -0.1 | -72 | 3.3 | 4
Cc1ccc(-n2c(SCC(=O)NCc3ccco3)nnc2-c2ccncc2)c(C)c1 | -0.1 | 6 | 0.1 | 3
CCCC(=O)N1c2ccccc2-c2nnc(SC)nc2OC1c1ccc2c(c1)OCO2 (stereo not given) | 0.3 | 4 | 1.2 | 12
CCCCn1nnc(-c2nc(N3CCOCC3)nc(N3CCOCC3)n2)n1 | 0.0 | -8 | 0.6 | 4
COc1cc(C(=O)N2CCN(c3ccc([N+](=O)[O-])c(N4CCCCC4)c3)CC2)cc(OC)c1OC | 0.3 | 14 | -0.3 | 14
CSCC(C)N1CCC(Oc2cccc(C(=O)NCc3ccccn3)c2)CC1 (stereo not given) | -0.1 | 6 | -0.5 | -7
O=C(O)COc1ccc(/C=N/NC(=O)CSCc2ccccc2Cl)cc1 | -0.1 | 4 | 0.9 | 23

An excerpt of these results, as comma-separated lines.
SMILES,FBW7 activator,TEAD-YAP block,GPR151 activ,MITF primary
CCCC(=O)N1c2ccccc2-c2nnc(SC)nc2OC1c1ccc2c(c1)OCO2 (stereo not given),0.3,4,1.2,12
CCCCn1nnc(-c2nc(N3CCOCC3)nc(N3CCOCC3)n2)n1,0.0,-8,0.6,4
O=C(O)COc1ccc(/C=N/NC(=O)CSCc2ccccc2Cl)cc1,-0.1,4,0.9,23
Fc1ccc(/C=N/NC(=S)Nc2cccnc2)cc1,0.0,-14,-0.2,12
Cc1ccc(OCCOCCNCCN(C)C)c(I)c1,-0.3,-3,4.6,-17
COc1ccc(-c2cc(-c3ccc(OC)cc3)c(C#N)c(SCc3ccccc3C)n2)cc1,-0.1,4,1.4,-13

Other entries
SMILES | FBW7 activator | TEAD-YAP block | GPR151 activ | MITF primary
COC(CNC(=O)CN1CCN(Cc2cccc(C)c2)C1=O)OC | 0.1 | -10 | -0.1 | 3
COc1ccc(C(=O)OCc2nc3ccccc3s2)cc1OC | 0.0 | -16 | -1.0 | 4
CC(C)(O)C#Cc1ccc(C(=O)NC(Cc2ccccc2)C(=O)O)s1 (stereo not given) | 0.8 | 5 | -1.1 | 13
O=C(NCc1cccs1)c1cc2n(n1)C(C(F)(F)F)CC(c1ccc(Cl)cc1)N2 (stereo not given) | 0.3 | 15 | 1.2 | 9
COc1ccc(NC(=O)CCN2CCCC2)c(OC)c1 | 0.1 | -2 | -0.6 | -12
O=C(N/N=C/c1cccc([N+](=O)[O-])c1)c1cccc(I)c1 | -0.2 | -4 | 0.5 | 1
Cc1cc(Nc2ccccc2)nc(Nc2ccnn2C)n1 | 0.0 | -2 | 0.1 | -5
CCOc1cc(C)c(C(C)C)cc1S(=O)(=O)N(CC)CC | -0.1 | 2 | 16* | -9
Cc1cccc(C(=O)CN2CCN(S(=O)(=O)c3cc(Cl)ccc3Cl)CC2)c1 | -0.1 | 2 | -0.1 | 2
CC(C)Cn1c(=O)[nH]c2nc(-c3ccsc3)cnc21 | 0.0 | 1 | -0.7 | 19
C=CCc1ccccc1OCCOc1ccc(/C=C2/C(=N)N3N=C(CCC)SC3=NC2=O)cc1 | 0.6 | -13 | 0.8 | 4
CCN1CCc2c(sc(NC(=O)c3ccc4c(c3)CCCC4)c2C(N)=O)C1 | -0.1 | -6 | -0.9 | -12
Fc1cccc(C2CCCCN2Cc2nc(-c3cnccn3)no2)c1 (stereo not given) | 0.2 | -6 | 1.0 | 10
Cc1cc2c(cc1Br)NC(=O)C21C(C#N)=C(N)OC2=C1C(=O)CC(C)C2 (stereo not given) | 0.1 | 5 | 0.9 | 5
O=C(Nc1nccs1)c1cccc(Cl)c1 | 0.2 | -22 | 0.9 | 14
Cc1ccc(C2=N/C(=C/c3ccccc3[N+](=O)[O-])C(=O)O2)cc1 | -0.1 | 0 | 0.1 | -2
O=C(COC(=O)c1ccccc1)c1cccc(Br)c1 | 0.3 | 2 | 0.8 | -13
Cc1ccc(-n2nc3c(c2NC(=O)c2cccc([N+](=O)[O-])c2)CS(=O)(=O)C3)cc1 | -0.1 | -4 | -0.9 | -4
Cc1cccc2cc(CNCCO)c(N(C)Cc3cccs3)nc12 | 0.0 | 8 | 0.3 | -4
CC1CCc2c(sc3nc(COC(=O)CNC(=O)c4ccccc4)[nH]c(=O)c23)C1 (stereo not given) | 0.0 | -9 | 0.5 | -11
C[C@@H](Cn1nc(-c2cccs2)oc1=O)NC(=O)CC1CCCC1 | 0.0 | -2 | 0.3 | -4
CCOC(=O)c1c(/N=C/c2c(C)[nH]n(-c3ccc(Cl)cc3)c2=O)sc2c1CCCC2 | 0.0 | -8 | 0.0 | 7
CCCOc1ccc(C(=O)NC(=S)Nc2cccc(C)n2)cc1 | 0.0 | -50 | 0.2 | 6
CC(=O)N1C(=O)/C(=C(/C#N)C(=O)Nc2ccccc2Oc2ccccc2)c2ccccc21 | 0.7 | -1 | -2.3 | -15
COc1ccccc1C(=O)Nc1c2c(nn1C(C)(C)C)CS(=O)(=O)C2 | -0.2 | -9 | 2.7 | -2
SMILES | FBW7 activator | TEAD-YAP block | GPR151 activ | MITF primary
COc1ccc(C=O)cc1OCC(C)C | 0.0 | 2 | 2.9 | 5
CCCCC(=O)Nc1c(C)nc2ccc(C)cn2c1=O | 0.1 | -2 | -0.3 | 4
COc1ccc(C(CC(=O)O)Sc2ncn[nH]2)cc1 (stereo not given) | -0.3 | -3 | -2.0 | -1
CCC(C(=O)Nc1cccc(OC)c1)n1c2ccccc2c2nc(=O)cc(C)n21 (stereo not given) | 0.1 | -4 | -0.6 | -4
Cc1cc(C)c(C#N)c(NNC(=O)Nc2cccc(Cl)c2)n1 | 0.1 | -1 | 0.5 | -23
Fc1ccc(CNc2n[nH]c(NCc3ccc(F)cc3)n2)cc1 | -0.1 | 3 | 0.9 | 4
Cc1cccc(Oc2ccc(NC(=O)c3ccccc3C(=O)O)cc2)c1 | -0.1 | -13 | 0.1 | 0
COCCCNC(=O)/C(C#N)=C/c1ccc(OCc2ccc(C#N)cc2)c(OC)c1 | -0.1 | -13 | 0.7 | -12
CCOc1ccc2nc(NC(=O)c3ccccc3Br)sc2c1 | -0.1 | -52 | -3.8 | 3
Cc1ccc2nc(Nc3ccccc3Cl)nc(-c3ccccc3)c2c1 | 0.0 | 15 | 1.5 | 11
CSc1nnc2c(n1)OC(c1ccc([N+](=O)[O-])o1)Nc1ccccc1-2 (stereo not given) | -0.1 | 9 | -1.2 | 22
COc1cc(C=O)ccc1OCCOCCOc1ccc(Cl)cc1 | 0.0 | 2 | 0.5 | 5
O=[N+]([O-])c1ccc(N2CCN3CCCC3C2)c([N+](=O)[O-])c1 (stereo not given) | -0.1 | -10 | 1.2 | 3
COC(=O)c1c[nH]n2c(NC3CCC(C)CC3)c(-c3cccc(C)c3)nc12 (stereo not given) | 0.4 | -18 | -1.1 | 14
NC(=O)c1ccc(NC(=O)CCNS(=O)(=O)c2ccc3c(c2)OCCO3)cc1 | 0.0 | 8 | -0.6 | 4
COc1ccc(NC(=O)CN(Cc2ccccc2)S(=O)(=O)c2ccc(C)cc2)c(OC)c1 | 0.1 | -11 | 2.3 | -5
CCCOc1cccc(C(=O)N2N=C(C(F)F)CC2(O)C(F)F)c1 (stereo not given) | 0.3 | 2 | 0.5 | 25
CCOc1ccc(/C(O)=C2/C(=O)C(=O)N(CCN(CC)CC)C2c2ccc(OC)c(OC)c2)cc1C (stereo not given) | -0.1 | -10 | 6.6* | 0
COc1cc(C2=N/C(=C3/OC(=O)c4ccccc43)C(=O)O2)cc(OC)c1OC | -0.1 | -3 | 1.9 | 9
O=C(O)/C=C/C(=O)Nc1cc(Cl)ccc1O | -0.2 | -2 | 0.3 | 12
COc1ccc(NS(=O)(=O)c2ccc(NCc3cc([N+](=O)[O-])cc(Br)c3O)cc2)nn1 | 0.1 | 1 | -1.7 | -4
CCOC(=O)c1cc(C(=O)NNC(=O)Nc2[nH]c(C)c(C(=O)OCC)c2C)c(C)nc1C | 0.5 | 12 | -0.3 | 23
Nc1nc(-c2ccccc2)cc(=O)[nH]1 | 0.0 | 5 | -1.6 | 7
N#Cc1c(SCC(=O)Nc2ccccc2)nsc1SCC(=O)Nc1ccccc1 | 0.0 | -6 | 0.8 | 8
O=C(N=Nc1c(O)[nH]c2ccccc12)c1cc[n+]([O-])cc1 | 0.6 | -2 | -0.4 | 4
SMILES | FBW7 activator | TEAD-YAP block | GPR151 activ | MITF primary
CCOC(=O)c1cnc2cc(Cl)c(OC)cc2c1Nc1ccc(C)cc1Br | 0.0 | -17 | -0.6 | -13
Cc1cc(C)c(S(=O)(=O)Nc2cccc(O)c2)c(C)c1 | 0.0 | 2 | 0.9 | 4
O=C1c2cc(Br)ccc2O[C@@H](c2ccc3c(c2)OCO3)[C@@H]1O | 0.1 | . | 0.1 | -2
CCCCn1c(SCC)nc2sc3c(c2c1=O)CCC3 | 0.1 | 4 | 1.2 | 5
O=C(Cn1c(-c2cnccn2)nc2ccccc21)N1CCN(C(=O)c2ccco2)CC1 | -0.1 | 2 | -1.7 | 7
O=C(Nc1cc(C(=O)N2CCN(c3ccc(F)cc3)CC2)ccc1N1CC2CC(C1)c1cccc(=O)n1C2)c1ccccc1Br (stereo not given) | -0.2 | -5 | 0.3 | 0
O=C1CCCN1CCCNC(=S)Nc1ccc2c(c1)OCO2 | 0.0 | -20 | -2.0 | 19
O=C(Nc1nccs1)c1ccc(Br)s1 | 0.0 | -47 | 0.5 | -3
Cc1ccc2[nH]c(=O)c(CN(CCO)C(=O)c3ccco3)cc2c1 | -0.1 | 11 | 0.8 | 8

One compound at a time (already shown). Order of screens: FBW7 activator, TEAD-YAP block, GPR151 activ, MITF primary
O=C(Nc1nccs1)c1ccc(Br)s1 in the list: 0.0, -47, 0.5, -3
CCCCn1c(SCC)nc2sc3c(c2c1=O)CCC3 in the list: 0.1, 4, 1.2, 5
Cc1ccc2[nH]c(=O)c(CN(CCO)C(=O)c3ccco3)cc2c1 in the list: -0.1, 11, 0.8, 8
CCOC(=O)c1cnc2cc(Cl)c(OC)cc2c1Nc1ccc(C)cc1Br in the list: 0.0, -17, -0.6, -13

Outcome played no part in choosing rows; about 3.4% have a hit in one of these screens.
